STK33 inh: human STK33 kinase inhibition; purified STK33, MBP phosphorylation, ADP-Glo luminescence; 320,000 compounds, 0.073% hits; AID 2661; inhibition, % at 10 µM; Q9BYT3;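 active means inhibition at or above 25%, using the most active replicate where run in duplicate; inactive means inhibition below 25%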
Target sequence (Q9BYT3 whole entry, looked up): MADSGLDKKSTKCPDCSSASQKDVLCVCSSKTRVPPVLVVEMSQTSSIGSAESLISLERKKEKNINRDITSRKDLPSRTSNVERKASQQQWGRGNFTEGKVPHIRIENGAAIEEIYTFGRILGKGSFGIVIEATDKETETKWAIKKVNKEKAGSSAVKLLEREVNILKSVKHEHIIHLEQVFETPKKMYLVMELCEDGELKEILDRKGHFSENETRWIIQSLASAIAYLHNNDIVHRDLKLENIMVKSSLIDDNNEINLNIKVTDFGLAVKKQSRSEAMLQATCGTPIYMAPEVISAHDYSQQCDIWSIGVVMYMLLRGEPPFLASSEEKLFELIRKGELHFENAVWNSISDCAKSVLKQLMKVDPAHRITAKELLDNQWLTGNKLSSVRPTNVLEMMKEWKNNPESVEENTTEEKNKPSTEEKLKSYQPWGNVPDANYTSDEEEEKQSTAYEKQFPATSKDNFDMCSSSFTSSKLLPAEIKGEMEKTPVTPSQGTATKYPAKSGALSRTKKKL
OX1R antag: OX1R (human) antagonism; O43613; OX1R-expressing cells, FRET antagonist read-out; inhibition, % at 6.6 µM; 330,000 compounds, 1.8% hits; in the data active means inhibition mostly above about 38%, no sharp cut-off; inactive means mostly below about 40%;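 further: 0% = agonist challenge alone and 100% = reference antagonist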
Target sequence (O43613 whole entry, looked up): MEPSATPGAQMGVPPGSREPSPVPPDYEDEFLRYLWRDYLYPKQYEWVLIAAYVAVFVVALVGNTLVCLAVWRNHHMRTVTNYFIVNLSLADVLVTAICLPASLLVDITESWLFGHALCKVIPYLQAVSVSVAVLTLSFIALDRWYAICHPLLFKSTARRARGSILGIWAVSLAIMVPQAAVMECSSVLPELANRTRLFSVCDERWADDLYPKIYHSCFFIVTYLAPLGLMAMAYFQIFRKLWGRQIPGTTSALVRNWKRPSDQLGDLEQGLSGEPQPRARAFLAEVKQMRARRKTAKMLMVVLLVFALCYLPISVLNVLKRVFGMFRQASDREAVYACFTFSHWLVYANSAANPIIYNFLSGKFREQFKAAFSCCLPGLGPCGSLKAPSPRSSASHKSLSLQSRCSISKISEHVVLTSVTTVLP
* hit, by the source's call; nt = not tested or not shown.

SMILES | STK33 inh | OX1R antag
O=C(Nc1ccc(S(=O)(=O)N2CCCC2)cc1)c1ccc([N+](=O)[O-])o1 | 0.2 | 34*
[O-]/C(=C(\C(=S)Nc1ccc(Cl)cc1)[n+]1ccccc1)c1ccc(OC(F)F)cc1 | 0.5 | 21
CCOc1ccc(OCCC(=O)OCC(=O)N2CCN(c3ccc(OC)cc3)CC2)cc1 | -1.2 | 22
Cc1ccccc1NC(=O)c1ccc(S(=O)(=O)C(F)F)cc1 | -1.0 | 9
Cc1ccc(-c2nnc(SCC(=O)Nc3ccccc3F)o2)cc1 | 3.7 | 13
Cc1c(CC(=O)NCC(=O)N[C@H](Cc2ccccc2)C(=O)O)c(=O)oc2cc(O)ccc12 | -0.9 | 12
O=C(NS(=O)(=O)c1ccccc1[N+](=O)[O-])c1ccccc1 | -1.5 | 6
N#Cc1c(SC(C(=O)O)c2ccccc2)nc2c(c1-c1cccs1)CCCC2 (configuration not stated) | -0.5 | 33
O=C1N(CCCl)c2ccc(Br)cc2C12OCCO2 | 0.8 | 5
CC(C)CCN(C(=O)Cc1ccc(Cl)c(Cl)c1)c1c(N)n(Cc2ccccc2)c(=O)[nH]c1=O | -0.9 | 11
CCCN(C(=O)COC(=O)COc1c(C)cccc1C)c1c(N)n(Cc2ccccc2)c(=O)[nH]c1=O | nt | 22
CCN(CC)S(=O)(=O)c1ccc(O)c(C(=O)OCC(=O)N2c3ccccc3CC2C)c1 (configuration not stated) | -2.7 | 20

Looked up one by one from the list above (six):
SMILES | STK33 inh | OX1R antag
[O-]/C(=C(\C(=S)Nc1ccc(Cl)cc1)[n+]1ccccc1)c1ccc(OC(F)F)cc1 | 0.5 | 21
Cc1c(CC(=O)NCC(=O)N[C@H](Cc2ccccc2)C(=O)O)c(=O)oc2cc(O)ccc12 | -0.9 | 12
Cc1ccccc1NC(=O)c1ccc(S(=O)(=O)C(F)F)cc1 | -1.0 | 9
Cc1ccc(-c2nnc(SCC(=O)Nc3ccccc3F)o2)cc1 | 3.7 | 13
CC(C)CCN(C(=O)Cc1ccc(Cl)c(Cl)c1)c1c(N)n(Cc2ccccc2)c(=O)[nH]c1=O | -0.9 | 11
CCOc1ccc(OCCC(=O)OCC(=O)N2CCN(c3ccc(OC)cc3)CC2)cc1 | -1.2 | 22

Going on with the list.
SMILES | STK33 inh | OX1R antag
CCCOc1cc(C)c(S(=O)(=O)NCCOC)cc1C | -0.7 | 5
COc1ccc(OCC(=O)OCC(=O)NC2CCCCC2C)cc1 (configuration not stated) | -1.0 | 8
Cc1ccc2c(c1)C(c1ccncc1)=NNC(c1ccc(F)cc1)=N2 | -3.5 | 10
CCOc1cccc2sc(N(CCCN(C)C)C(=O)c3ccc(S(=O)(=O)N(CC)Cc4ccccc4)cc3)nc12 | 1.6 | 22
Cc1cccc(C(=O)NC(=S)N2CCN(C(=S)NC(=O)c3cccc(C)c3)CC2)c1 | -0.8 | 5
Cc1ccc(CN(C)C(=O)CCc2c[nH]c3ccccc23)o1 | 0.6 | 14
O=C(O)c1ccc(CNC(=O)c2ccccc2NC(=O)c2cccc([N+](=O)[O-])c2)cc1 | -0.2 | 24
COc1cccc(/C=N/NC(=O)CSc2cccc3cccnc23)c1 | -1.2 | 14
CCCCN(CC)CCNC(=O)c1cc2c(C)nc3ccccc3c2o1 | 0.4 | 4
COc1cc(/C=C2\SC(=S)N(CCC(=O)Nc3ccccn3)C2=O)cc(OC)c1OC | 0.6 | 10
O=C(NCCN1CCOCC1)C(=O)NCc1ccco1 | 0.3 | 16
CC(c1ccccc1)c1nnc(NC(=O)Nc2ccccc2F)s1 (configuration not stated) | -0.4 | nt
COc1cc(OC)c2c(-c3cccc(-c4ccc(OC)c(OC)c4)c3)cc(=O)oc2c1 | nt | -2
CCCCc1nc2cc(C(=O)N3CCCCC3CCO)ccc2o1 (configuration not stated) | -1.7 | 26
O=C(Nc1ccncc1)c1ccc(-c2ccccc2)cc1 | -0.2 | 46
COc1ccccc1CN1CC(C(=O)NCc2ccc(C)c(F)c2)CCC1=O (configuration not stated) | -0.4 | 9
CCCn1nnnc1SCC(=O)N1CCOCC1 | 0.2 | 21
Nc1nc2c(Cl)ccc(Cl)c2s1 | 1.6 | 15
COCCCn1cc(C(=O)c2cc(OC)ccc2OCC(=O)Nc2cc(C)on2)cc(C#N)c1=O | 11 | 26
COc1cc(NC2c3ncccc3C(=O)N2Cc2ccco2)cc(OC)c1OC (configuration not stated) | -0.8 | 3
OC[C@@H]1[C@@H](c2ccc(Cl)cc2)C(c2ccccc2)=NN1c1ccccc1 | nt | 6
CCN(c1cccc(C)c1)S(=O)(=O)c1ccc(-n2cccn2)cc1 | -2.1 | 12
O=C(CN1CCN(Cc2ccccc2)CC1)NCCNc1ccc([N+](=O)[O-])cn1 | -1.7 | 36
CCCC(CCC(=O)Nc1nccs1)C(=O)O (configuration not stated) | -2.4 | 8
O=C(NNC(=O)C1CC=CCC1)c1cccc(Br)c1 (configuration not stated) | 0.3 | 9
COc1ccc(N(C(=O)C(C)C)S(=O)(=O)c2ccc3c(c2)n(C)c(=O)n3C)cc1 | -0.8 | 9
COc1cc(OC)cc(C(=O)OCn2nnc3ccccc3c2=O)c1 | 0.5 | 6
CCn1cc(Br)c(C(=O)Nc2ccc(C(=O)OC(C)C)cc2)n1 | -1.4 | 33
CC(=O)Nc1ccc(N/C(C)=C/C(=O)c2cccnc2)cc1 | 0.6 | 6
CC1Sc2ccc(S(=O)(=O)CCC(=O)N(C)Cc3ccco3)cc2NC1=O (configuration not stated) | -0.4 | 11
CN(C)c1ccc(C(O)Cc2nc3ccccc3n2C)cc1 (configuration not stated) | 0.5 | 11
Cc1noc(C)c1COC(=O)COc1ccc(C#N)cc1 | 1.2 | 30
O=C(Nc1ccccc1)Nc1nnc(COc2ccccc2F)s1 | -0.2 | 7
COc1ccc(NC(=O)CN(C)C(=O)CCC(=O)c2ccc(C)cc2)cc1 | -2.3 | 12
COc1ccc2cc(S(=O)(=O)NC3CC(C)(C)NC(C)(C)C3)ccc2c1 | -0.7 | 21
N#Cc1ccc(-c2ccc(OCC(O)CN3CCOCC3)cc2)cc1 (configuration not stated) | -0.3 | 16
CCCCNC(=O)NC1(C(F)(F)F)Oc2ccccc2O1 | -1.3 | 13
CCN(CC)Cc1ccc(NC(=O)c2sc3cc(Cl)ccc3c2Cl)cc1 | 1.8 | 14
CCc1ccc(N(CC(=O)NCc2ccc3c(c2)OCO3)C(=O)c2csnn2)cc1 | -0.2 | 9
COc1ccc2cc(CO)c3cc(OC)c(OC)cc3c2c1 | 2.0 | 11
CCS(=O)(=O)c1nc(S(=O)(=O)c2ccc(C)cc2)c(N2CCCC2)s1 | -1.2 | 17
O=C(CN(Cc1ccccc1Cl)C(=O)CCC(=O)Nc1nccs1)NCC1CCCO1 (configuration not stated) | -1.2 | 20
Cc1cc(NC(=O)C2CCCN2C(=O)Nc2cccc(Cl)c2)ccc1-n1cnnn1 (configuration not stated) | 0.8 | 15
CC(=O)Nc1ccc(S(=O)(=O)Nc2cc([N+](=O)[O-])ccc2C)cc1 | -0.3 | 25
CC(=O)N=c1sc2c3ccccc3ccc2n1C | -0.5 | 34
Cc1cc(C)nc(SCCN2CCCCC2)n1 | -0.9 | 19
CC12CN(NC(=O)c3ccccc3F)C3(C#N)CC1CCC23C (configuration not stated) | -1.2 | 5
C/C(=N\NC(=O)c1nnn(-c2nonc2N)c1-c1ccc2c(c1)OCO2)c1ccc(F)cc1 | -0.5 | 28
O=C(COC(=O)COc1ccc2ccccc2c1)NC1CCCc2ccccc21 (configuration not stated) | 2.2 | 2
COc1ccc(CC(=O)NCc2nnc(SCC(=O)Nc3nccs3)n2C)cc1 | 0.6 | 10
O=S(=O)(Nc1ccc(-n2cnnn2)cc1)c1ccc(Cl)cc1 | -1.0 | -1
Cc1cc(S(=O)(=O)N2CCOCC2)ccc1OCC(=O)Nc1ccc(F)c(Cl)c1 | -1.5 | 13
CCNC(=O)N1CCCC(C(=O)c2ccc3cc(OC)ccc3c2)C1 (configuration not stated) | -0.1 | 14
CC1=CC=CC2=NC(=O)CC(C)(C(=O)N(CC(=O)NC3CCCC3)Cc3ccc(Cl)cc3)N12 (configuration not stated) | -1.9 | 18
COc1ccc(N2CCN(C(=O)[C@@H]3CCCN3C3=NS(=O)(=O)c4ccccc43)CC2)cc1 | 0.2 | -4
Cc1cc(C)n2c(SCc3ccccc3Cl)nnc2n1 | 0.1 | 18
COc1cccc(C(=O)N2CCC(N3CC(C)OC(C)C3)CC2)c1 (configuration not stated) | 0.6 | 3
CCCCN(C)CCNC(=O)CN1C(=O)CSc2ccc(S(=O)(=O)N3CCCCC3)cc21 | 0.8 | 3
Cc1cc(/C=C(\C#N)C(=O)NCc2cccs2)c(C)[nH]1 | 1.6 | 25
COc1cc(CNc2ccc3[nH]c(=O)[nH]c3c2)cc(Br)c1OCC(=O)NC(C)(C)C | -2.2 | 10
The listing continues.
SMILES | STK33 inh | OX1R antag
Cc1c(C(C)O)nnn1-c1nonc1N (configuration not stated) | 0.2 | 2
c1cc(-c2ccncc2)ccn1 | -1.3 | 5
COc1cc(C2CC(=O)NC3=C2C(=O)CC(C)(C)C3)cc(OC)c1O (configuration not stated) | 0.0 | 16
O=C(O)c1ccccc1N/C=C\[N+](=O)[O-] | -0.6 | 13
O=C(CNc1cccc(S(=O)(=O)N2CCOCC2)c1)Nc1ccc(C(F)(F)F)cc1 | -0.1 | 13
N#CCN1C(=O)C(=O)N(Cc2cccc(Cl)c2)C1=O | -2.1 | 0
O=C(CSc1cccc[n+]1[O-])Nc1cc(S(=O)(=O)N2CCOCC2)ccc1N1CCOCC1 | -0.1 | -3
O=C1CN(C(=O)COC(=O)c2c(F)cccc2Cl)c2ccccc2N1 | -1.0 | 5
O=[N+]([O-])c1ccc(CNc2ccc(Cl)cc2)s1 | 0.3 | 18
O=C1CCC(C(=O)N2CCN(c3ccccc3)CC2)CN1CC1CCCCC1 (configuration not stated) | -0.4 | -1
CC(Oc1cccnc1[N+](=O)[O-])C(=O)Nc1ccc(F)cc1 (configuration not stated) | -0.9 | 11
CN1CCN(S(=O)(=O)c2cccc(C(=O)Nc3cc(C(F)(F)F)ccc3N3CCCCC3)c2)CC1 | -0.1 | 15

Entries of single compounds, looked up by structure. Order of screens: STK33 inh	OX1R antag
O=C1CCC(C(=O)N2CCN(c3ccccc3)CC2)CN1CC1CCCCC1 (configuration not stated) in the list: -0.4	-1
CN1CCN(S(=O)(=O)c2cccc(C(=O)Nc3cc(C(F)(F)F)ccc3N3CCCCC3)c2)CC1 in the list: -0.1	15
O=C(CNc1cccc(S(=O)(=O)N2CCOCC2)c1)Nc1ccc(C(F)(F)F)cc1 in the list: -0.1	13
N#CCN1C(=O)C(=O)N(Cc2cccc(Cl)c2)C1=O in the list: -2.1	0

Other records:
SMILES | STK33 inh | OX1R antag
Cc1ccc2c(C)c(C(=O)NCc3ccc(S(N)(=O)=O)cc3)oc2c1C | -1.0 | 20
CC1Cc2cc(/C(O)=C3/C(=O)C(=O)N(Cc4ccco4)C3c3cccs3)ccc2O1 (configuration not stated) | -0.4 | 3
CCOC(=O)c1cn(CC)c2cc(Cl)c([N+](=O)[O-])cc2c1=O | -0.4 | 55*
Cn1c(SCC(=O)N2CCOCC2)nnc1-c1ccc2ncccc2c1 | -0.7 | -1
O=C(Nc1ccccc1C(F)(F)F)C1CCN(C(=O)c2cccs2)CC1 | -3.3 | 5
Cc1ccc(N2C(=O)c3oc4ccccc4c(=O)c3C2c2cccc(O)c2)nc1 (configuration not stated) | -1.3 | 23
COc1cc(NC(=O)CSc2nnc(-c3ccncc3)n2C2CCCCC2)ccc1NC(=O)c1ccco1 | -2.8 | 6
CCCN1CCC(NC(=S)Nc2cccc(Cl)c2Cl)CC1 | -0.8 | -1
CCC(C)N(C(=O)Cn1nc(C)c([N+](=O)[O-])c1C)C1CCS(=O)(=O)C1 (configuration not stated) | 5.5 | 9
O=C(N/N=C/c1sc(=O)n(Cc2ccc(Br)cc2)c1Cl)c1ccco1 | -0.7 | 16
CC(C)Oc1ccc(C(CCNCc2ccc(O)cc2)c2ccccc2)cc1 (configuration not stated) | -0.3 | nt
Cc1cc2[nH]c(=O)c(=O)[nH]c2cc1S(=O)(=O)N1CCN(c2cccc(C(F)(F)F)c2)CC1 | 0.7 | -4

Entries from the list above that contain a cyano group:
SMILES | STK33 inh | OX1R antag
N#Cc1c(SC(C(=O)O)c2ccccc2)nc2c(c1-c1cccs1)CCCC2 (configuration not stated) | -0.5 | 33
COCCCn1cc(C(=O)c2cc(OC)ccc2OCC(=O)Nc2cc(C)on2)cc(C#N)c1=O | 11 | 26
Cc1noc(C)c1COC(=O)COc1ccc(C#N)cc1 | 1.2 | 30
N#Cc1ccc(-c2ccc(OCC(O)CN3CCOCC3)cc2)cc1 (configuration not stated) | -0.3 | 16
CC12CN(NC(=O)c3ccccc3F)C3(C#N)CC1CCC23C (configuration not stated) | -1.2 | 5
Cc1cc(/C=C(\C#N)C(=O)NCc2cccs2)c(C)[nH]1 | 1.6 | 25
N#CCN1C(=O)C(=O)N(Cc2cccc(Cl)c2)C1=O | -2.1 | 0

Next section
SMILES | STK33 inh | OX1R antag
COc1ccc(NC(=S)NNS(=O)(=O)c2ccc3ccccc3c2)c(OC)c1 | -1.1 | 20
O=C(NC1CC(=O)N(c2ccc(F)cc2)C1)C(=O)c1c[nH]c2ccccc12 (configuration not stated) | -0.9 | 12
Cc1ccc(S(=O)(=O)N2CCCCC2)cc1NC(=O)COC(=O)c1ccc(O)cc1 | -0.6 | 9
O=C(NC(=S)N1CCN(C(c2ccccc2)c2ccccc2)CC1)c1ccc(S(=O)(=O)N2CCOCC2)cc1 | -2.1 | 7
CN(C)c1nc2c(c(N)nn2-c2ccc(Cl)cc2)c(=O)o1 | 4.4 | 12
CCN1C(=O)[C@H]2[C@@H](c3ccc(-c4cccc(Cl)c4)c(OC)c3)N[C@@](Cc3ccccc3)(C(=O)OC)[C@H]2C1=O | 0.3 | 21
COc1ccc(CNC(=O)Cn2ccc3cc(S(=O)(=O)N4CCCC4)ccc32)cc1OC | -0.7 | 26
Cc1ccc(C(=O)NCCCN2CCOCC2)c(C)c1 | -1.5 | 11
